GAA glycogen = GAA glycogen-cleavage inhibition or activation; P10253; recombinant GAA, glycogen substrate, Amplex Red glucose oxidase fluorescence; Potency, µM (doses to about 76.4 µM), for the others: top-dose activity change, negative = inhibition, usual class: inhibitors; 0.38% of 300,000 active; AID 2100;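 also: 0% = full enzyme reaction and -100% = no-enzyme basal signal; the screen sought inhibitors and activators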
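Recombinant enzyme (4 nM final) with compounds titrated up to 77 uM and bovine liver glycogen (30 ug) in citrate pH 5.0, 0.01% Tween-20, 37 C 40 min. Released glucose detected by Amplex Red/glucose oxidase (Ex 573/Em 610); AC50 from Hill fits.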
GAA inh = alpha-glucosidase (human) inhibition. P10253. purified human GAA, 4-MU-alpha-glucoside fluorescence. Potency, µM (top dose mostly 76.9 µM), inactives show at the highest dose activity change, negative = inhibition, hits mostly inhibitors. 0.005% of 200,000 active;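 also: plate controls were uninhibited enzyme wells for no effect and no-enzyme background for full effect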
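Fluorescence at Ex 365/Em 440 nm from 4-methylumbelliferone reported enzyme activity after 20 min at room temperature. Reactions used 4 nM enzyme and 400 uM substrate at pH 5.0; curves fitted with the Hill equation.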
aGal spleen mod = inhibits or activates alpha-galactosidase in human spleen homogenate. P06280. AID 2107. Potency, µM (titrated, usually from 80 µM), for inactives: at the highest dose activity change, negative = inhibition, hits mostly inhibitors. human spleen homogenate, 4MU-alpha-Gal fluorescence, 40 min. 0.008% of 240,000 active;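 also: 0% = enzyme with vehicle and -100% = no enzyme basal signal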
Target sequence (P06280 32-429 limits assumed): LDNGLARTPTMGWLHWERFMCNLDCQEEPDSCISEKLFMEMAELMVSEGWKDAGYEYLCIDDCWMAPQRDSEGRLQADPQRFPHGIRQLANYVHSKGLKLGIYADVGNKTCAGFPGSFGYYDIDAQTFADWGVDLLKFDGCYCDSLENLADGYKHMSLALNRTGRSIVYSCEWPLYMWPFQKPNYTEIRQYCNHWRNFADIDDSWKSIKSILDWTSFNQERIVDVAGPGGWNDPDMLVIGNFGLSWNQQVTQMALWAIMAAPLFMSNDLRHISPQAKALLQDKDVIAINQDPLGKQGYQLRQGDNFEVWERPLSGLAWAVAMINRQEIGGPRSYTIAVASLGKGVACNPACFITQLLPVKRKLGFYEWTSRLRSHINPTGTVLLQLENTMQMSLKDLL
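Human spleen homogenate (1 ug) was the enzyme source, with 4-methylumbelliferyl-alpha-D-galactopyranoside (1 mM final) in pH 5.0 citrate buffer with 0.01% Tween-20. Compounds were titrated; after 40 min at 37C, NaOH/glycine stop, 4-MU fluorescence read; AC50 from Hill fits.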
JMJD2E inh = JMJD2E (human) inhibition | JMJD2E catalytic domain, FDH-coupled NADH fluorescence (FDH is formaldehyde dehydrogenase) | Potency, µM (highest dose often 57.1 µM), without a hit: at the top dose activity change, negative = inhibition, hits mostly inhibitors | 1.6% of 230,000 active; active = well fitted inhibition curve with a large enough effect, not every such curve was filed as active; inconclusive = small, poorly fitted or top-dose-only effect, or another doubt; inactive = no such curve, though single readings can be large or run the other way;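 also: 0% = wells with enzyme and -100% = buffer wells without enzyme; nearly all actives have a fitted effect of over 50% in size; many of its hits are not listed in these tables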
Target sequence (B2RXH2 1-337 limits assumed): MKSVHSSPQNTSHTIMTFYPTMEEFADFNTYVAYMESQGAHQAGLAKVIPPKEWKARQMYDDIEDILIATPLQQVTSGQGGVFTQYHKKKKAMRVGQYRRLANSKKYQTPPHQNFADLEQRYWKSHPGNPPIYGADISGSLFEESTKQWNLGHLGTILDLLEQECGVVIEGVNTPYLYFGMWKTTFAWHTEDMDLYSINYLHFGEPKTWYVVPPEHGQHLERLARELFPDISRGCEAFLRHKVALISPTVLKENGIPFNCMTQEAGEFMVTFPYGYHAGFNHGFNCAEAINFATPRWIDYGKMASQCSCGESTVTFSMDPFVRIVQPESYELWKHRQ
RGS12 GoLoco inh = blocks human Gai1 binding to RGS12 GoLoco peptide, red readout. P63096. Gai1:RGS12 GoLoco peptide FP, rhodamine, 10 min. Potency, µM (titrated, usually from 61.6 µM), without a hit: at the highest dose activity, negative = inhibition, actives largely listed as inhibitors. 0.44% of 230,000 active. AID 880; active = well fitted inhibition curve with a large enough effect, not every such curve was filed as active; inactive = no such curve, though single readings can be large or run the other way; also: % is scaled to controls: 0 for no effect and ±100 for the full control effect; nearly all actives have a fitted effect of over 30% in size; many of its hits are not listed in these tables
Target sequence (P63096 whole entry, looked up): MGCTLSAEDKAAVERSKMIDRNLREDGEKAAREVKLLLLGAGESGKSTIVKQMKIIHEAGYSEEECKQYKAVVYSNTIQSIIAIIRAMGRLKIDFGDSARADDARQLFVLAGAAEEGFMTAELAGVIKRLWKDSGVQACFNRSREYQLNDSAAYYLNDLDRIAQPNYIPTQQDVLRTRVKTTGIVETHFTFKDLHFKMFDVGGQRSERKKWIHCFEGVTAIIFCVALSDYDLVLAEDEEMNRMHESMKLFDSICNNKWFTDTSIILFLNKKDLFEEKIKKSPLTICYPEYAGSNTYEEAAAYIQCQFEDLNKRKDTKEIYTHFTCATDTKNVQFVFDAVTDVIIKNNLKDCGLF
SMN2 splice up = enhancers of SMN2 splice variant expression; HEK293 SMN2-luciferase splicing reporter, luminescence, 30-36 h; Potency, µM (series often up to 46.1 µM), for inactives: top-dose activity change, positive = activation, actives largely listed as activators; 2.8% of 210,000 active; AID 1458; also: % of control where 0% means no effect; nearly all actives have a fitted effect of over 55% in size
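qHTS luciferase splicing reporter: luminescence rises when SMN2 exon 7 is included in transfected HEK293 cells. Compound exposure lasted 30-36 h at 37C, with 4.5 mM final sodium butyrate as control, followed by a ONE-Glo read.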
aGlu spleen mod = inhibits or activates alpha-glucosidase in human spleen homogenate | P10253 | human spleen homogenate, 4-MU-alpha-glucoside fluorescence | Potency, µM (titrated, usually from 79.9 µM), without a hit: top-dose activity change, negative = inhibition, most hits filed as inhibitors | 0.006% of 240,000 active;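 also: 0% = enzyme with vehicle and -100% = no enzyme basal signal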
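Compounds were titrated against alpha-glucosidase in spleen homogenate at pH 5.0, with 1 mM 4-methylumbelliferyl substrate for 40 min at 37 C. Reactions were quenched with pH 10 NaOH/glycine and fluorescence measured.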
ALDH1A1 inh = blocks purified human ALDH1A1 activity | P00352 | Purified ALDH1A1, NADH fluorescence, propionaldehyde substrate | Potency, µM (doses to about 75.3 µM), inactives show top-dose activity, negative = inhibition, actives largely listed as inhibitors | 7.3% of 220,000 active; active = well fitted inhibition curve with a large enough effect, not every such curve was filed as active; inconclusive = small, poorly fitted or top-dose-only effect, or another doubt; inactive = no such curve, though single readings can be large or run the other way;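 also: plate controls were no enzyme wells and a reference inhibitor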
An asterisk follows results filed as active; ? = inconclusive; · = not tested or not shown; [ ] = remark or other dose. Unless noted, calls follow the shape of the dose curve; as a rule, active = well fitted curve in the direction sought with a large enough effect; inconclusive = small, poorly fitted or top-dose-only effect, or another doubt; inactive = no such curve, though single readings can be large; an effect the other way counts as inactive or inconclusive. Potency is read from the fitted curve at half-maximal effect. An excerpt; the hit share may differ from the screen's.

SMILES	GAA glycogen	GAA inh	aGal spleen mod	JMJD2E inh	RGS12 GoLoco inh	SMN2 splice up	aGlu spleen mod	ALDH1A1 inh
Cc1cc(C)cc(NC(=O)C(Sc2ncnc3ccccc23)c2ccccc2)c1 (configuration not stated)	5%	?	0%	-26%	16%	-17%	0%	10%
COc1cc2c(cc1OC)C(C(=O)c1ccc(OC)c(OC)c1O)=NCC2	·	·	7%	?	6%	0%	9%	-7%
Nc1nc(Cl)nc2ccc(Br)cc12	10%	-2%	10%	-8%	29%	-26%	4%	-11%
O=C(Nc1ccc(N2CCOCC2)c(Cl)c1)c1cccnc1Cl	4%	-2%	-2%	2%	-6%	13%	-5%	?
O=C(CSc1nc2cccnc2n1Cc1ccccc1)N1CCCC1	1%	3%	6%	4%	12%	-14%	-1%	-10%
CCS(=O)(=O)Nc1ccc(-c2nnc(SCC(=O)c3ccc(NC(C)=O)c(OC)c3)o2)cc1	9%	1%	0%	1%	1%	-1%	-3%	4%
CCn1c(SCC(=O)NCc2ccccc2)nc2ccccc2c1=O	7%	-3%	3%	3%	-1%	6%	-2%	5%
Cc1ncc(CN2CCCC(CCC(=O)NCc3ccccc3F)C2)s1 (configuration not stated)	-17%	-1%	6%	1%	11%	-1%	6%	-3%
O=C1CSC(c2cccnc2)N1C1CCCCC1 (configuration not stated)	5%	1%	1%	-6%	5%	7%	0%	-8%
CCNC(=S)Nc1ccc2cn[nH]c2c1	2%	4%	-9%	4%	5%	-3%	3%	8%

Brought forward from above: 4 compounds; new compounds follow.
SMILES	GAA glycogen	GAA inh	aGal spleen mod	JMJD2E inh	RGS12 GoLoco inh	SMN2 splice up	aGlu spleen mod	ALDH1A1 inh
CCn1c(SCC(=O)NCc2ccccc2)nc2ccccc2c1=O	7%	-3%	3%	3%	-1%	6%	-2%	5%
Cc1ncc(CN2CCCC(CCC(=O)NCc3ccccc3F)C2)s1 (configuration not stated)	-17%	-1%	6%	1%	11%	-1%	6%	-3%
O=C1CSC(c2cccnc2)N1C1CCCCC1 (configuration not stated)	5%	1%	1%	-6%	5%	7%	0%	-8%
CCNC(=S)Nc1ccc2cn[nH]c2c1	2%	4%	-9%	4%	5%	-3%	3%	8%
CCOC(=O)c1sc(NC(=O)Nc2cccc(Cl)c2)cc1C	-5%	-12%	8%	?	10%	?	0%	?
CCOC(=O)c1ccc(N2CN=C3SCC(=O)N3C2)cc1	-5%	-3%	4%	2%	11%	-6%	1%	-2%
O=C1ON=C(c2ccccc2)/C1=C\c1ccco1	-23%	12%	4%	-11%	32%[activator]	·	4%	?
O=C(Nc1nc2ccccc2s1)NC1CCCCC1	-1%	-7%	-1%	-5%	-8%	·	7%	?
CCOC(=O)N1CCC(N(CCN(C)C)C(=S)Nc2cccc(SC)c2)CC1	-4%	-7%	6%	-8%	-7%	-40%[inhibitor]	2%	-2%
CCN(CC)CCNC(=O)CSc1c2c(nc3cc(Cl)ccc13)CCCC2	3%	2%	6%	-14%	8%	-1%	6%	4%
Cn1c(=O)c2c(nc(CN3CCCCC3)n2Cc2c(F)cccc2Cl)n(C)c1=O	-11%	·	0%	7%	3%	·	-6%	?
CN(/C(=N/S(=O)(=O)c1cccs1)c1ccccc1)c1ccc(O)cc1	-4%	4%	1%	2%	-3%	-2%	-11%	-1%
c1ccc(Nc2c(-c3ccco3)nc3ccccn23)cc1	?	14%	14%	?	5%	10%	-11%	?
NC(=O)c1ccc(CN2CCC(Cc3ccccc3)CC2)cc1	-5%	?	-1%	2%	-6%	-8%	0%	7%
CCCOC(=O)c1ccc(Nc2nc(C)cc(=O)[nH]2)cc1	2%	1%	9%	-9%	14%	-6%	8%	-3%
N#Cc1ccc(CN2CCCC3(CCNCC3)C2)cc1	·	·	4%	·	1%	-34%[inhibitor]	-10%	-5%
Cc1cc(C(=O)O)c(S(C)(=O)=O)s1	3%	-11%	-5%	-3%	3%	-16%	-1%	17%
CC(C)(C)c1ccc(OCC(=O)NCc2ccco2)cc1	0%	-8%	-4%	7%	-5%	3%	-3%	-5%
COc1ccc(CNc2ncncc2-c2ccccc2C(F)(F)F)c(OC)c1	·	·	-28%	·	-8%	·	-3%	-5%
CN(c1ncc(C(F)(F)F)cc1Cl)N1C(=O)c2cccc(N)c2C1=O	-4%	10%	1%	-2%	-7%	-14%	1%	-8%
COc1ccc(-n2c(=O)cnc3cnc(Oc4cccc(Cl)c4)nc32)cc1	·	·	0%	·	5%	-8%	13%	?
S=c1[nH]cnc2scc(-c3ccc(Cl)cc3)c12	-5%	·	2%	1%	5%	·	6%	·
O=C(C1=NNCC1c1ccc(Cl)cc1)C1CO1 (configuration not stated)	0%	1%	5%	3%	4%	-7%	4%	-16%
O=C(CN1C(=O)CCSc2ccccc21)Nc1ccc(F)cc1	4%	0%	5%	3%	15%	-16%	-1%	-2%
Cc1ccc(N/C=C(\C2OC(=O)c3ccccc32)[N+](=O)[O-])c(C)c1 (configuration not stated)	1%	-8%	6%	-6%	-1%	-6%	9%	3.5µM*
CCOC(=O)C1=C(CS(=O)(=O)c2ccccc2)NC(=O)NC1c1ccccc1 (configuration not stated)	-9%	3%	5%	1%	4%	-7%	6%	-7%
CC1(C)Cc2nc(N3CCCC3)c(C#N)cc2CO1	-14%	?	?	?	-5%	1%	·	?
CC(C)NC(=O)COC(=O)Cn1[nH]c(=O)c2ccccc2c1=O	-7%	?	2%	-19%	-6%	10%	0%	10%
COc1ccc(C)cc1NC(=O)CNc1ccccc1CN(C)C1CCCCC1	-10%	-4%	-6%	7%	0%	-14%	-10%	20µM*
CC(C)Nc1nnc(SCC(=O)NCc2ccc3c(c2)OCO3)s1	0%	13%	4%	5%	14%	4%	13%	18µM*
COc1ccc(-n2nc3c(c2NC(=O)c2ccc(N4C(=O)CCC4=O)cc2)CSC3)cc1	4%	-2%	-8%	-17%	14%	2%	·	-1%
CC(C)C[C@@H](CC(=O)N[C@@H](CCCN)CC(=O)N[C@@H]1CCNC[C@H]1C(=O)N[C@H](CC(=O)N[C@@H](CCC(=O)O)CC(=O)O)CC(C)C)NC(=O)[C@@H]1CNCC[C@H]1N	·	·	-9%	-23%	-1%	6%	7%	?
CC(C)c1ccc(/C=C/C(=O)NC2CCCCC2)cc1	3%	-8%	-5%	-5%	1%	15%	-1%	-12%
Cn1c(SCC(=O)O)nnc1-c1ccc2ncccc2c1	5%	·	-5%	0%	4%	·	-6%	·
Clc1ccc(-c2cc3ccccc3nc2N2CCOCC2)cc1	1%	?	3%	?	0%	-21%	-4%	?
O=[N+]([O-])c1cc(C(F)(F)F)ccc1N1CCCNCC1	-6%	0%	1%	-2%	-9%	·	-3%	-3%
CCN1CCN(c2c(Cl)cccc2NC(=O)c2ccc3nsnc3c2)CC1	5%	·	14%	1%	5%	·	-1%	·
CC(C)CCN1CCN(Cc2ccc(C(F)(F)F)cc2)CC1CCO (configuration not stated)	16%	-11%	-5%	12%	6%	·	-8%	0%
S=c1[nH]c(-c2ccccc2)cs1	4%	-1%	3%	-8%	-3%	11%	3%	3.5µM*
COc1cc(/C=C(\C#N)C(=O)Nc2cccc3ncccc23)ccc1O	26%	4%	16%	?	15%	3%	8%	-7%
N/C(=N\c1nc2c(c(=O)[nH]1)CCCC2)Nc1ccc(Oc2ccccc2)cc1	6%	-1%	7%	4%	12%	-50%[inhibitor]	3%	6%
N#CCc1nc(CSc2nc3ccccc3o2)cs1	-5%	2%	6%	5%	25%	4%	-7%	-10%
CCOc1ccc(-c2nnn(CCC#N)n2)cc1OC	15%	6%	-14%	-25%	10%	-1%	-18%	6%
O=C(CCc1c[nH]c2ccccc12)NCC1COc2ccccc2O1 (configuration not stated)	8%	9%	-8%	-9%	8%	-7%	-11%	-2%
O=C(CO/N=C/c1ccccc1OC(F)F)NC1CCCC1	-1%	-2%	-1%	11%	6%	-5%	0%	1%
O=C(CN1CCN(c2ccccc2F)CC1)c1ccc2cc[nH]c2c1	9%	-4%[15.4 µM]	-1%	?	6%	?	-2%	?
O=C(CNC(=S)NC(=O)c1cccs1)c1ccccc1	-26%	0%	6%	8%	180%[activator]	·	4%	7.9µM*
CC(C)CN(CC(C)C)S(=O)(=O)N1CCC(C(=O)NCCN2CCOCC2)CC1	2%	-4%	7%	4%	4%	-7%	1%	9%
O=C1N2c3ccccc3CCc3cccc(c32)C1(O)C(F)(F)F (configuration not stated)	-8%	-5%	-10%	0%	17%	-36%[inhibitor]	-8%	-4%
O=c1[nH]ncc(N/N=C\c2cccnc2)c1Cl	2%	·	-5%	-4%	4%	·	-2%	·
C/C=C/Cn1c(N(C)Cc2ccccc2)nc2c1c(=O)[nH]c(=O)n2C	-9%	2%	-9%	3%	-11%	-28%	-8%	-3%
O=C(c1cccs1)c1coc2ccc(O)cc12	-7%	?	1%	5%	4%	-7%	-1%	1%
Cc1ccc(C(C)NC(=O)c2ccco2)cc1 (configuration not stated)	2%	6%	2%	-2%	10%	1%	-2%	1%
COc1ccc2[nH]cc(C(O)CN3CCN(c4ccccc4)CC3)c2c1 (configuration not stated)	?	-5%	0%	-11%	·	·	2%	-5%
(next part)
SMILES	GAA glycogen	GAA inh	aGal spleen mod	JMJD2E inh	RGS12 GoLoco inh	SMN2 splice up	aGlu spleen mod	ALDH1A1 inh
Cc1ccccc1-c1ccc2ncnc(N(C)Cc3ccco3)c2c1	·	·	8%	·	-5%	·	0%	4%
O=C(CCn1cnnn1)Nc1ccc(Cl)cc1Cl	8%	7%	-2%	-3%	-9%	-12%	3%	-24%
Cc1cccc(CNc2cc(-c3ccccc3CN(C)C)ncn2)c1	·	·	3%	?	0%	-7%	1%	-2%
Cc1c(Nc2nc(-c3ccc(Cl)cc3)cs2)c(=O)n(-c2ccccc2)n1C	?	?	-2%	-9%	-2%	-19%	3%	0%
CN(Cc1ccccc1)C(=O)COC(=O)Cn1cnc2ccccc21	-10%	-1%	1%	4%	2%	6%	-4%	?
O=C(Nc1ccc(Cl)cn1)c1ccc2c(Cl)c3c(nc2c1)CCC3	1%	·	6%	-12%	4%	·	0%	·
O=C(Nc1cccnc1)Nc1ccc(Cl)cc1Cl	20%	6%	1%	-4%	7%	14%	9%	4%

Compound activity from PubChem.
